KB-V1 cytotox: kills drug-selected multidrug resistant KB-V1 cells; KB-V1 MDR cells viability, CellTiter-Glo, 72 h; Potency, µM (titrated, usually from 46.1 µM), for the others: at the top dose activity change, negative = cytotoxicity, actives largely listed as cytotoxic; 3.4% of 400,000 active; note: potency is the fitted concentration of half-maximal effect; % is set by controls: 0 for no effect and ±100 for the full control effect; nearly all actives have a fitted effect of over 60% in size
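Cytotoxicity via CellTiter-Glo luminescence after 72 h compound exposure at 37 degrees C. Cells: drug-selected KB-V1 line, DMEM phenol-red free plus 10% FBS. Compounds tested at multiple concentrations; normalized data fitted to concentration-effect curves.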
IL-1B inflam inh: blocks inflammasome-driven IL-1 beta release; THP-1 LPS/ATP IL-1B secretion, AlphaLISA, 16 h; hits give low values; activity change, % at 57.5 µM; 4.7% of 360,000 active; in the data active = activity change below about -50%; inconclusive = mostly about -30% to -49%; note: % is set by controls: 0 for no effect and ±100 for the full control effect
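Secreted IL-1B measured by AlphaLISA bead assay after 16 h compound exposure of THP-1 cells; compounds (final up to 57.5 uM) added 1 h before LPS (250 ng/mL) and ATP (1.25 mM) stimulation; lower signal means less secretion.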
D3 ag: D3 dopamine receptor (human) agonism; D3R DiscoveRx beta-arrestin cells, luminescence, 90 min; max activation, %; P35462; AID 652048; 0.58% of 410,000 active; in the data active = max activation above about 30%; note: 0% is about no effect; mostly tested at two doses, the higher about 12 µM
Target sequence (P35462 whole entry, looked up): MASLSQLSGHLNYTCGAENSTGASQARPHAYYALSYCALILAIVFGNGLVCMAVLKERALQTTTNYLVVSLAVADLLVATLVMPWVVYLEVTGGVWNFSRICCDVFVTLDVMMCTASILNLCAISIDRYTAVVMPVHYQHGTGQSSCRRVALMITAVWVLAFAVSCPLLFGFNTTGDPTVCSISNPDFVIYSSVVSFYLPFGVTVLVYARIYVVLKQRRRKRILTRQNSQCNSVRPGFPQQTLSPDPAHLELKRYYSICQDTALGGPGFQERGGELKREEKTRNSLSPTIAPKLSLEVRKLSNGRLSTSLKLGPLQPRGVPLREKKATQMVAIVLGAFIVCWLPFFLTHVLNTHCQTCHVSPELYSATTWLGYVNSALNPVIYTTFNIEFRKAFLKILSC
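Agonist mode: compounds and dopamine controls were applied to plated cells for 90 min at 37 degrees C after an overnight attachment at 1500 cells/well. Luminescent read-out followed 30 - 60 minutes at room temperature with DiscoveRx detection reagent.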
MCF10A rerep: DNA re-replication induction in MCF 10a cells | MCF 10A DNA re-replication, Hoechst nuclear intensity, 48 h | Potency, µM (series often up to 46.1 µM), for the others: at the top dose activity, positive = re-replication, actives largely listed as activators | 2.9% of 350,000 active | AID 624296; note: potency is the fitted concentration of half-maximal effect; % of control where 0% means no effect; nearly all actives have a fitted effect of over 50% in size
HT1080 IDH1KD tx: toxicity to HT-1080 IDH1 knockdown cells (counter line); 2% of 360,000 active; Potency, µM (doses to about 46.1 µM), inactives show at the highest dose activity, negative = toxicity, hits mostly cytotoxic; HT-1080 IDH1 knockdown viability, ATP luminescence, 48 h; AID 686971;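 note: potency is the fitted concentration of half-maximal effect; 0% = DMSO wells and -100% = cell-free medium wells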
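HT-1080-IDH1KD cells (IDH1 knocked down), 750/well in RPMI with 5% FBS, treated with compound 48 h at 37 degrees C. Viability by CellTiter-Glo luminescence, normalised to DMSO and no-cell wells; concentration-response curves classed.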
HT1080NT lethal: kills 2HG-producing HT-1080-NT fibrosarcoma cells | HT-1080-NT fibrosarcoma viability, CellTiter-Glo ATP luminescence, 48 h | Potency, µM (doses to about 46.1 µM), for the others: at the top dose activity, negative = less viability, most hits filed as cytotoxic | 1.6% of 360,000 active | AID 686970;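 note: NT is the 2HG producing partner of a matched IDH1 knockdown line; potency is the fitted concentration of half-maximal effect; 0% = DMSO-treated cells and -100% = media-only wells without cells; nearly all actives have a fitted effect of over 55% in size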
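HT-1080-NT fibrosarcoma cells (2HG-overproducing), 750 cells/well in RPMI with 5% FBS, dosed after 2 h and incubated 48 h at 37C. CellTiter-Glo luminescence normalized to DMSO and no-cell wells; concentration-response curves fitted and classed.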
SW480 rereplic: induces DNA re-replication in SW480 colon adenocarcinoma cells | SW480 DNA re-replication, Hoechst DNA content imaging, 48 h | Potency, µM (top dose mostly 46.1 µM), for inactives: at the highest dose re-replication activation, usual class: activators | 1.8% of 340,000 active | AID 624297; note: potency is the fitted concentration of half-maximal effect; % of control where 0% means no effect; nearly all actives have a fitted effect of over 55% in size
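Per well, 250 cells were exposed to pinned compound for 48 hr. Nuclear DNA was visualised with Hoechst (40 min, 37 C) and total object intensity recorded by fluorescence scanning.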
KB-3-1 cytotox: KB-3-1 parental cell cytotoxicity. 1.4% of 400,000 active. AID 1347075. KB-3-1 viability, CellTiter-Glo ATP luminescence, 72 h. Potency, µM (doses to about 46.1 µM), inactives show top-dose activity change, negative = cytotoxic, most hits filed as cytotoxic; note: potency is the fitted concentration of half-maximal effect; % is set by controls: 0 for no effect and ±100 for the full control effect; nearly all actives have a fitted effect of over 60% in size
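Cytotoxicity measured as CellTiter-Glo luminescence after 72 h at 37 C. Compound titrations were pinned onto drug-naive KB-3-1 parental adenocarcinoma cells grown in DMEM with 10% FBS, and normalized data fitted to concentration-response curves.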
GLP1R cytotox: cytotoxicity counter-screen for GLP-1 receptor inverse agonists; HEK293 cAMP-luciferase reporter cells, luminescence, 24 h; Potency, µM (doses to about 38.3 µM), for inactives: at the highest dose activity change, negative = inhibition, usual class: inhibitors; AID 624418; 0.13% of 410,000 active;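 note: loss of luciferase light is scored as toxicity; potency is the fitted concentration of half-maximal effect; % is set by controls: 0 for no effect and ±100 for the full control effect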
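To flag toxic compounds, the library was rerun on cells for 24 hr at 37 deg C and 5% CO2. Viability-linked luminescence was captured 12 min after adding luciferase detection reagent.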
* hit, by the source's call; u = inconclusive; x = not tested or not shown; & = joins results of further samples; [ ] = remark or other dose. Unless noted, calls come from the whole dose curve; as a rule, active = well fitted curve in the direction sought with a large enough effect; inconclusive = small, poorly fitted or top-dose-only effect, or another doubt; inactive = no such curve, though single readings can be large; an effect the other way counts as inactive or inconclusive. The order is random; any-hit rate near 11%.

Molecule,KB-V1 cytotox,IL-1B inflam inh,D3 ag,MCF10A rerep,HT1080 IDH1KD tx,HT1080NT lethal,SW480 rereplic,KB-3-1 cytotox,GLP1R cytotox
O=C(OCC(=O)N1CCN(c2ccccc2)CC1)c1cccc([N+](=O)[O-])c1,1.1%,13.7,-6.4,0.6%,-11.7%,-1.4%,-3.2%,-2.2%,14.9%
COc1ccc(C(=O)NNS(=O)(=O)c2ccccc2)cc1,23.7%,-7.7,1.4,-0.5%,-0.8%,3.0%,-4.2%,-0.7%,-0.9%
CC(C)=CC(=O)OCC(=O)Nc1ccc(Cl)cc1,u,-4.1,-19.3,2.7%,u,-14.0%,20.6%,0.7%,-0.1%
CC(C)CC(=O)Nc1ccc(C(=O)Cn2nc(C(=O)O)c3ccccc3c2=O)cc1,18.4%,5.6,3.7,-18.2%,0.9%,-3.9%,-4.3%,-17.4%,64.3%[activator]
CSCCCNC(=S)N(C)CC(=O)Nc1ccc(C)cc1,u,-8.3,-11.9,-2.6%,4.1%,-1.6%,-1.1%,10.4%,-7.6%
COc1ccccc1NC(=O)CSc1nc2nccnc2c(=O)n1Cc1cccs1,18.3%,10.1,2.1,8.2%,-0.8%,-0.1%,-34.0%[inhibitor],0.0%,-9.8%
Cc1ccccc1-c1nc(CS(=O)(=O)CC(=O)NC2CC2)c(C)o1,-9.2%,23.5,0.7,-1.2%,4.0%,22.1%,u,17.9%,-11.7%
COC(=O)c1ccc(OC)c(CSc2nnc(COc3ccccc3)o2)c1,20.6µM*,-11.3,0.0,3.8%,u,-2.4%,-0.7%,-12.8%,-2.1%
NS(=O)(=O)c1ccc(CNC(=O)/C=C/c2cccc(Cl)c2)cc1,-1.0%,0.0,2.1,-0.5%,8.7%,9.9%,x,10.1%,-22.0%
CC1CCCN(C(=O)CSc2nnc(-c3ccncc3)n2C)C1 (stereo not drawn),13.3%,-14.8,0.6,1.7%,1.0%,-2.5%,-4.8%,1.6%,15.0%
COc1ccc(NC(=O)Cn2ccc(C(F)(F)F)n2)cc1S(=O)(=O)N1CCOCC1,29.2%,-5.8,-1.9,-25.6%,19.6%,23.9%,-6.1%,-5.1%,-6.5%
CNCc1cc(Cl)cc(OC)c1OC(C)C,u,-12.0,-5.7,19.8%,-14.6%,-3.5%,u,u,-4.7%
CCc1nc2ccccc2c(C(=O)OCc2nc3ccccc3c(=O)[nH]2)c1C,u,-56.0*,24.2,20.6µM*,18.4µM*,10.3µM*,11.6µM*,u,-28.4%
Oc1c(Cl)cc(Cl)cc1CNc1nccs1,30.8%,25.2,2.0,1.9%,-13.6%,-18.6%,-2.2%,0.6%,8.4%
CCOC(=O)c1cccc(NC(=O)CCS(=O)(=O)c2ccc(Br)s2)c1,-13.1%&-13.4%,59.6,-6.4&0.4,-0.3%,0.1%,-5.9%,-2.0%,7.4%&18.4%,3.8%&-12.8%
COc1ccc(OC2CCN(S(=O)(=O)c3cccc(F)c3)CC2)cc1,-13.8%,0.0,-2.8&-6.7,14.5%,-10.2%,-9.9%,-5.1%,12.3%,-1.5%&5.3%
O=C(CNc1cc(S(=O)(=O)N2CCOCC2)ccc1NCC1CCCO1)Nc1ccc(C(F)(F)F)cc1 (stereo not drawn),23.0%,-61.7*,-12.6,-4.2%,-16.1%,-14.0%,u,9.3%,-5.7%
O=C(Cc1cc(=O)oc2cc(O)ccc12)NCC1CCC(C(=O)O)CC1 (stereo not drawn),8.4%,0.0,13.6,29.7%,8.2%,12.8%,24.6%,-2.0%,x
CC(C)C[C@@H](CSc1ccccc1)N1CCN(CCc2ccccc2)CCC1=O,u,17.5,-31.4,-1.7%,-14.0%,-11.7%,-4.1%,u,4.1%
COc1cc(CC(=O)NCc2cccs2)cc(OC)c1OC,-24.9%,0.0,-4.0,1.8%,-0.8%[9.24 µM],1.6%,0.9%,-2.4%,0.7%
COc1cc(C(=O)NCCOc2cccc(C)c2)c(Br)c(OC)c1OC,-6.7%,-4.4,5.3,2.6%,2.1%,4.6%,-1.8%,12.6%,-17.0%
c1ccc2c3c([nH]c2c1)CCNC3,-1.6%,-6.8,-10.8,6.0%,4.5%,-0.7%,-6.3%,11.7%,6.8%
CC1CCCCN1C(=S)Nc1ccc2nc3n(c(=O)c2c1)CCCCC3 (stereo not drawn),u,1.7,5.7,u,2.9%,-1.4%,5.4%,-3.0%,-6.1%
O=C(CSc1nnc(NC(=O)c2cccc(F)c2)s1)NCC1CCCO1 (stereo not drawn),x,4.3,10.9,-0.5%,1.2%,-6.9%,-4.3%,x,-1.6%
Cn1c(=O)c2sccc2n2c(CCCC(=O)NCc3ccco3)nnc12,-7.9%,-10.5,1.1,0.6%,0.0%,1.0%,-7.4%,-1.1%,1.8%
CC(=O)/C(=N/Nc1ccccc1)Sc1nnc(CCc2ccccc2)n1-c1ccccc1,23.1µM*,-76.1*,-0.5,-9.9%,-2.9%,-4.1%,u,-25.3%,-17.9%
c1ccc(-c2nc(-c3ccco3)n3ccccc23)cc1,-9.1%,-92.2*,-0.7,20.6µM*,-21.9%,-28.8%,u,-5.3%,141.7%[activator]
CC[C@H]1O[C@H](C)CC2=C1C(=O)OC(C)(C)O2,u,55.7,1.9,x,4.0%,18.0%,x,10.4%,-2.3%
O=C1NC(=Nc2ccc(Cl)cc2)SC1Cc1cc(Cl)ccc1Cl (stereo not drawn),14.6µM*,-12.5,-11.8,u,-15.7%,-12.6%,2.2%,-25.7%,3.6%
Cc1cc(=O)oc2c(CN3CC(C)OC(C)C3)c(O)c(Cl)cc12 (stereo not drawn),-15.8%,-4.5,1.7,-13.3%,u,18.2%,-0.9%,5.5%,0.0%
Cc1noc(-c2ccc(NCc3ccccc3)c([N+](=O)[O-])c2)n1,10.8%,x,-0.2,x,x,x,x,-8.3%,-7.3%
CC(=O)Oc1ccc(/C=C(\NC(=O)c2ccco2)C(=O)NCc2ccco2)cc1,7.5%,17.7,-1.1,0.1%,9.2%,1.6%,-7.1%,u,-24.8%
C1CCN(CCCNC2C3CC4CC(C3)CC2C4)C1 (stereo not drawn),-24.4%,-7.4,-6.4,u,-26.0%,-6.2%,u,u,u
COc1cc(/C=C2\SC(=S)N(NS(=O)(=O)c3ccc(C)cc3)C2=O)cc(OC)c1OC,-2.8%,18.0,-6.1,u,-5.6%,0.0%,-0.7%,1.0%,u
COc1ccc(CC(=O)NC(CC(=O)O)c2cccc([N+](=O)[O-])c2)cc1 (stereo not drawn),12.7%,18.4,0.9,-0.8%,24.5%,12.3%,1.0%,1.4%,5.1%
Cc1ccc(NC(=O)CN(C)C(=O)c2ccc(NC(=O)CC3SC(N4CCCC4)=NC3=O)cc2)cc1 (stereo not drawn),-12.2%,-5.6,-11.6,15.1%,3.0%,1.9%,-67.3%[inhibitor],-11.0%,-7.8%
Cc1ccn(C(=O)c2ccc(NC(=O)C3CC3)cc2)n1,15.1%,16.4,1.1,6.8%,20.3%,11.3%,-14.2%,0.2%,-9.2%
CCc1ccc2occ(CC(=O)Nc3c(C(=O)c4ccccc4)oc4ccccc34)c2c1,3.6%,x,-4.3,x,x,x,x,6.0%,22.4%
COc1ccc(C(=O)ON=C2c3ccccc3-c3ccccc32)cc1OC,-13.7%,0.0,4.9,-4.6%,1.0%,-1.6%,-6.8%,-10.9%,-14.6%
O=C(N/C(=C\c1ccco1)C(=O)N1CCCC1)c1ccccc1,-14.9%,1.7,2.1,-2.6%,-3.2%,9.1%,-0.1%,-13.1%,12.4%
COCCn1c(-c2ccc(OC)cc2)nc2oc3cc(OC)ccc3c(=O)c2c1=O,-26.6%,31.1,9.4,-2.0%,4.9%,24.4%,-20.8%,0.0%,1.8%
Oc1ccc(/C=N/N(Cc2ccccc2)c2ccccc2)cc1,-28.6%,-72.7*,8.1,u,16.4µM*,20.6µM*,-2.2%,-13.9%,u
COc1c[nH]n(C2CCCCC2)c(=O)c1=O,u,-16.4,-6.0,24.1%,u,u,u,-3.8%,9.1%
Cc1ccccc1OCc1nc(C#N)c(N2CCCC2)o1,4.0%,-58.4*,-0.5,-7.5%,13.0%,16.7%,-8.5%,-1.7%,8.2%
CC1(C)CC(=O)C2=C(C1)N(Cc1ccco1)C(=O)C2(NC(=O)c1cccnc1)C(F)(F)F (stereo not drawn),0.0%,-2.7,0.0,-180.2%[0.0737 µM],7.8%,2.5%,6.7%,11.5%,-5.7%
CCC(C)[C@H](NS(=O)(=O)c1ccc(F)cc1Br)C(=O)OC (stereo partly drawn),37.3%,37.7,0.0,-5.2%,10.5%,12.3%,u,17.7%,0.7%
Cc1ccc2oc(-c3ccc(NC(=O)c4oc5ccc(Cl)cc5c4C)cc3)nc2c1,u,x,3.6,x,x,x,x,-5.7%,1.5%
COC(=O)Cn1c(=NC(=O)c2ccc(Cl)s2)sc2cc(C)ccc21,u,15.5,-1.6,-1.1%,-5.2%,-2.1%,-10.9%,2.5%,-0.6%

Full records from above. Order of values: KB-V1 cytotox, IL-1B inflam inh, D3 ag, MCF10A rerep, HT1080 IDH1KD tx, HT1080NT lethal, SW480 rereplic, KB-3-1 cytotox, GLP1R cytotox
COC(=O)Cn1c(=NC(=O)c2ccc(Cl)s2)sc2cc(C)ccc21 across the screens: u, 15.5, -1.6, -1.1%, -5.2%, -2.1%, -10.9%, 2.5%, -0.6%
COc1ccc(C(=O)ON=C2c3ccccc3-c3ccccc32)cc1OC across the screens: -13.7%, 0.0, 4.9, -4.6%, 1.0%, -1.6%, -6.8%, -10.9%, -14.6%

Screens (PubChem BioAssay)
